Assay outcomes (PubChem)
TNAP act hiacc: TNAP (human) activation, high acceptor; P05186; purified TNAP, CDP-star luminescence, 1 M DEA, 30 min; stronger effect = higher value; 0 = EDTA background, 1 = DMSO-only activity; activation factor at 20 µM; 200,000 tested, under 10 active;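 active = activation factor at least 2 at 20 µM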
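Control set: EDTA negative control, DMSO positive control / Assay system: human TNAP / Quantity: TNAP 1/800 final / Evaluation: TNAP activation factor scaled between EDTA and DMSO control wells / Measured by: luminescent substrate turnover signal / Compound dosing: one dose, 20 µM / Times: 30 min enzyme reaction at room temperature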
TNAP inh no acc: blocks human TNAP activity with no phosphate acceptor present. actives 0.26% (n = 200,000). purified TNAP, CDP-star luminescence, 30 min. inhibition, % at 20 µM. P05186;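 active = tissue-nonspecific alkaline phosphatase inhibition above about 50% at 20 µM in the single-dose screen, limit read from the data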;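 note: 0% = DMSO negative control and 100% = EDTA positive control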
Diaphorase inh: inhibits diaphorase or chemically oxidizes, flagging diaphorase assay artifacts; diaphorase resazurin-to-resorufin fluorescence, NADH, 16 min; bacterial (C. kluyveri) enzyme, not human; inhibition, % at 20 µM; actives 0.69% (n = 190,000);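 active = primary screen inhibition at 20 µM above a set limit, cut at about 50% in these data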;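 note: plate controls were DMSO with full reaction for no effect and wells lacking NADH for full effect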
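controls = No-NADH positive control and DMSO neutral control | system = Clostridium kluyveri diaphorase enzyme | timing = reaction incubation of 16 min at room temperature | signal = resorufin fluorescence 544/590 nm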
Diaphorase act: diaphorase activation or chemical reduction counter-screen | activation factor at 20 µM | actives 0.005% (n = 190,000) | Diaphorase/resazurin coupled assay, resorufin fluorescence, 16 min; stronger effect = higher value; 1 = vehicle wells, 0 = NADH-free wells | AID 1229;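 active = diaphorase activity raised at least twofold by the compound at 20 µM; inactive = activation factor below 2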
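Material: Purified diaphorase enzyme from Clostridium kluyveri | Buffer or medium: 50 mM HEPES pH 7.4 with 4.542 mM MgCl2, 0.005% Tween 20 | Times: 16 min enzyme reaction, ambient temperature | Signal: Red resorufin fluorescence at 544/590 nm excitation/emission | Measure: Increased resorufin signal from activators or reducing compounds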
Efa HMGR inh: inhibitors of class II HMG-CoA reductase from Enterococcus faecalis. inhibition, % at 10 µM. actives 0.41% (n = 190,000). AID 1066. purified E. faecalis HMGR, NADPH absorbance 340 nm kinetic;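 active = inhibition above a set limit, the median over all tested compounds plus 3 SD, cut at about 9.5% in these data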;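 note: enzyme runs in reverse so mevalonate oxidation gives rising NADPH absorbance; 0% = complete reaction with DMSO and 100% = background rate lacking mevalonate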
FLuc act counter: firefly luciferase counter-screen for stimulation assays. ATPlite luciferase biochemical, luminescence, 10 min; 0 = ATP-free wells, 1 = DMSO control. activation factor at 10 µM. 200,000 tested, under 10 active. AID 1027;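 active = luciferase activation factor, scaled between plate controls, of at least 2 with compound at 10 µM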
Target sequence (P08659 whole entry, looked up): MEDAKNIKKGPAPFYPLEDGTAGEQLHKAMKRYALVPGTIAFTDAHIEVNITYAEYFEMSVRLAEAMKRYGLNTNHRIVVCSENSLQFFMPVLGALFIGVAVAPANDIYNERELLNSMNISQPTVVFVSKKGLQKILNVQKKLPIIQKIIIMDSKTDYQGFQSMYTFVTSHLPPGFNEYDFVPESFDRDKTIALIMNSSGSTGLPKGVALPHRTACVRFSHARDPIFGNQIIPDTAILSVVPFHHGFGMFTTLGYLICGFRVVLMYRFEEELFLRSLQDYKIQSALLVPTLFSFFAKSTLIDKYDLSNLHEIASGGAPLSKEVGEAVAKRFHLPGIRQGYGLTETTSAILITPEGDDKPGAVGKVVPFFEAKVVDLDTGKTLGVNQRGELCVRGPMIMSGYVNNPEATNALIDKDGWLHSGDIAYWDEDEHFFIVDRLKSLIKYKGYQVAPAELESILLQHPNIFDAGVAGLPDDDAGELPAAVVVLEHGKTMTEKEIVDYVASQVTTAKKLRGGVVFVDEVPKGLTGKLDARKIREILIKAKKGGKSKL
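Assay system: Luciferase/luciferin detection reagent, cell-free biochemical luciferase assay / Also added: ATP substrate / Schedule: 10 min at ambient temperature / Measured by: luminescence measurement of luciferase light output / Benchmarks: low control with PBS replacing ATP, high control enzyme plus ATP without compound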
PMI activator: activators of human phosphomannose isomerase; purified human PMI, coupled resazurin fluorescence, 20 min; stronger effect = higher value; 1 = vehicle control, 0 substrate-free wells; P34949; actives 0.005% (n = 190,000); AID 1214; activation factor at 20 µM;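 active = activation factor of 2 or more at 20 µM, relative to plate controls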
Target sequence (P34949 whole entry, looked up): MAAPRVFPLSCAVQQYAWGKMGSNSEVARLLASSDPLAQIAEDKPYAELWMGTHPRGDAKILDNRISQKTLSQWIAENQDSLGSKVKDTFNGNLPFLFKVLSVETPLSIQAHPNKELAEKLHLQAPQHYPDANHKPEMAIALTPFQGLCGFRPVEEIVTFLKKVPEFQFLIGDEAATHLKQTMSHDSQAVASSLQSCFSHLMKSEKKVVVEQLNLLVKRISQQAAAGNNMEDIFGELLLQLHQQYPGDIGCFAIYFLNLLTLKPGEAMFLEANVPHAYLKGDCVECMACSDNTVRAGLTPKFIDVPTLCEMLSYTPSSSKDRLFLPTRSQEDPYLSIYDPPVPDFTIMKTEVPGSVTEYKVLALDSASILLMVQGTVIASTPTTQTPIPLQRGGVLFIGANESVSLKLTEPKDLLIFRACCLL
TNAP inh hi DEA: blocks human TNAP under high phosphate acceptor concentration | P05186 | purified TNAP, CDP-star luminescence, 1 M DEA | inhibition, % at 20 µM | actives 0.03% (n = 200,000) | AID 1135;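 active = over 50% inhibition of tissue-nonspecific alkaline phosphatase at 20 µM in the single-dose screen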;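 note: plate controls were DMSO wells for no effect and EDTA-quenched wells as full inhibition for full effect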
G6PDH counter: inhibits Leuconostoc G6PDH, flagging false hits in G6PDH-based assays; Purified L. mesenteroides G6PDH, diaphorase/resazurin coupled fluorescence, 45 min; inhibition, % at 5 µM; actives 0.12% (n = 200,000); AID 1020; in the data active = inhibition above about 50%
PMI act hi M6P: PMI (human) activation, high substrate. coupled PMI enzyme assay, resazurin fluorescence, 20 min; stronger effect = higher value; 1 = untreated enzyme, 0 = substrate-free blank. P34949. AID 1216. actives 0.34% (n = 190,000). activation factor at 20 µM;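 active = activation factor of 2 or more at 20 µM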
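Test system: human phosphomannose isomerase with PGI, G6PDH, diaphorase coupling enzymes; amount: 15 ng/mL PMI; incubation: enzyme reaction with compound 20 min at room temperature; technique: resorufin fluorescence (Ex 544/Em 590 nm) from resazurin via diaphorase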
Starred values were filed as active, the others as inactive. Not a hit list. About 1.7% of those tested had a hit in this group.

Order of values: TNAP act hiacc	TNAP inh no acc	Diaphorase inh	Diaphorase act	Efa HMGR inh	FLuc act counter	PMI activator	TNAP inh hi DEA	G6PDH counter	PMI act hi M6P
CCOC(=O)Cc1nnc(NC(=O)CSc2ccc(Cl)cc2)s1
    1	-8	5	1	1	1.1	1	-3	9	0.9
C[C@@H](C(=O)N1CCN(C(=O)OC(C)(C)C)CC1)n1cc(CCC(=O)O)nn1
    1	-1	8	0.9	-3	1	1	-3	2	1
CCOC(=O)c1c(C)oc2c1c(C(c1cccnc1)N1CCOCC1)c(O)c1ccccc12 (stereo unspecified)
    1	-14	40	0.6	3	1	0.8	-1	46	0.4
COc1ccc(CCNC(=O)COc2nsnc2N2CCOCC2)cc1OC
    1	-1	13	0.9	2	1.1	1.1	-3	3	1
O=C(O)CCCC(=O)Nc1ccc(N2CCCC2)cc1
    1.1	-6	20	0.8	-5	1.1	0.9	-8	5	0.9
COc1ccccc1/C=N/NC(=O)C(=O)N1CCN(c2ccccc2OC)CC1
    1	-5	7	0.9	-5	1	0.9	0	-2	1
CC(=O)Nc1ccc(S(=O)(=O)NC(CC(=O)NCCC2=CCCCC2)C(C)C)cc1 (stereo unspecified)
    1	-2	3	1	-1	1.1	1	1	15	1
CCOC(=O)c1sc(NC(=O)CCCn2nc([N+](=O)[O-])cc2C)c(C(=O)OCC)c1C
    1	-8	20	0.8	0	1.1	0.9	-3	-22	0.9
O=C(Nc1nc2c(s1)CCCC2)c1cc(-c2ccccc2)nc2ccccc12
    0.9	-18	-3	1	-1	1	0.9	9	13	1.2
Cn1c(=O)c(C(=O)CCl)c(N)n(Cc2ccccc2)c1=O
    1	-7	11	0.9	3	1	1.1	-1	14	1.1

The listing continues:
Order of values: TNAP act hiacc	TNAP inh no acc	Diaphorase inh	Diaphorase act	Efa HMGR inh	FLuc act counter	PMI activator	TNAP inh hi DEA	G6PDH counter	PMI act hi M6P
CC(CCc1ccccc1)NC(=O)COC(=O)CC1CC2CCC1C2 (stereo unspecified)
    1.1	-5	9	0.9	-3	1.1	1	-5	0	1.1
O=C(COC(=O)c1ccc(F)cc1)Nc1ccccc1N1CCOCC1
    1	-4	15	0.8	-1	1.1	1	-2	7	0.9
O=C1CCC(C(=O)NCCCn2ccnc2)N1 (stereo unspecified)
    1	1	14	0.9	-2	1.1	0.9	-4	-9	0.9
CCCCn1c(-c2nn(C)cc2Cl)n[nH]c1=S
    1	30	10	0.9	-2	1	0.9	1	1	0.9
O=C(CCCN1C(=O)c2cccc3cccc(c23)C1=O)NCc1cccnc1
    1	-4	7	0.9	-1	1	1	4	2	1.1
COc1ccccc1C(=O)Nc1ccc(Br)cc1C
    1.1	-10	30	0.7	0	0.9	0.8	-5	12	0.8
CCOC(=O)c1[nH]c(C)c(C(=O)NCc2ccccn2)c1C
    1.1	-11	9	0.9	1	1.1	1	-6	0	1
CCCCN(CCCC)Cc1ccc(C(=O)NN)o1
    1	-20	4	1	-7	1.1	1	-2	-2	1
COc1ccc(NC(=O)Nc2ccccc2F)cc1Cl
    1	-2	20	0.8	-7	0.9	0.9	-3	-1	0.9
Cc1cc(NC(=S)NC(=O)/C=C/c2ccc(S(=O)(=O)N3CCOCC3)cc2)ccc1Br
    1	-11	17	0.8	-4	1	0.9	-1	-9	0.9

Further entries
Order of values: TNAP act hiacc	TNAP inh no acc	Diaphorase inh	Diaphorase act	Efa HMGR inh	FLuc act counter	PMI activator	TNAP inh hi DEA	G6PDH counter	PMI act hi M6P
CN/N=C(\Cc1nc2ccccc2[nH]1)c1ccc([N+](=O)[O-])cc1
    0.9	-4	10	0.9	-1	0.6	1.1	6	4	0.9
COc1ccccc1NC(=O)C1C2C=CC3(CN(Cc4cccnc4)C(=O)C13)O2 (stereo unspecified)
    1	-14	-5	1.1	-1	1	1	-4	5	1.1
CC(=O)c1ccc(Sc2ccccc2)cc1
    1	-10	14	0.9	0	1	0.8	2	0	0.8
C=CCc1cccc2cc(C(=O)N3CCN(C(=O)c4ccco4)CC3)c(=O)oc12
    1	-13	6	0.9	-2	1.1	0.9	-4	-15	1
CCC(C)[C@H](NC(=O)OC(C)(C)C)C(=O)N/N=C/c1ccc2nccnc2c1 (stereo partly specified)
    1	-7	21	0.8	-4	1.1	0.9	-4	2	0.9
COc1ccccc1OCCCn1c(=O)oc2ccccc21
    1	-3	21	0.8	-2	1	0.8	-2	6	0.9
COc1ccc(-n2c(-c3cccc(C)c3[N+](=O)[O-])n[nH]c2=S)cc1
    1	-7	14	0.9	2	1.1	1	-3	2	1
CCOC(=O)/C(C#N)=C\c1ccc(N2CCN(C)CC2)cc1
    1.1	0	9	0.9	-1	0.9	1	-5	-27	0.9
COc1ccc(Cc2c(O)nc(SCC(=O)NC(C)(C)C)[nH]c2=O)cc1
    1	-6	-8	1.1	0	1	1	-2	10	1.1
COc1cc(C2NC(=O)NC(C)=C2C(C)=O)cc(OC)c1OC (stereo unspecified)
    1	-8	-1	1	-8	1	0.9	-4	26	0.9

Arranged by molar mass (smallest number first): part of the list above.
Order of values: TNAP act hiacc	TNAP inh no acc	Diaphorase inh	Diaphorase act	Efa HMGR inh	FLuc act counter	PMI activator	TNAP inh hi DEA	G6PDH counter	PMI act hi M6P
CCCCn1c(-c2nn(C)cc2Cl)n[nH]c1=S
    1	30	10	0.9	-2	1	0.9	1	1	0.9
COc1cc(C2NC(=O)NC(C)=C2C(C)=O)cc(OC)c1OC (stereo unspecified)
    1	-8	-1	1	-8	1	0.9	-4	26	0.9
Cc1cc(NC(=S)NC(=O)/C=C/c2ccc(S(=O)(=O)N3CCOCC3)cc2)ccc1Br
    1	-11	17	0.8	-4	1	0.9	-1	-9	0.9

Next structures.
Order of values: TNAP act hiacc	TNAP inh no acc	Diaphorase inh	Diaphorase act	Efa HMGR inh	FLuc act counter	PMI activator	TNAP inh hi DEA	G6PDH counter	PMI act hi M6P
CCc1ccccc1NC(=O)CCc1nc(-c2ccc(C)cc2)no1
    1	-13	8	0.9	-1	1.1	0.9	-3	-3	0.9
COc1ccc(C2=NOC(C(=O)NCc3ccco3)C2)cc1 (stereo unspecified)
    1.1	-9	-6	1.1	-7	1	1	-6	12	1.1
CCOC(=O)c1cccc(N2C(=O)C3C(C(=O)NC4CC4)C4(C)C=CC3(O4)C2C(=O)NC(C)(C)C)c1 (stereo unspecified)
    1	-35	4	1	-3	1	1	0	7	1
O=C(CC(SCCO)c1ccc2c(c1)OCO2)c1cccs1 (stereo unspecified)
    1.1	22	14	0.9	-5	1	1	-5	12	1
COc1ccc(C2Nc3ccccc3C(=O)N2NS(=O)(=O)c2ccccc2)cc1OC (stereo unspecified)
    1	-16	-4	1	-8	1	1.1	-2	6	1.1
COC(=O)CNC(=O)CSc1nc(N)cc(=O)[nH]1
    1	-2	6	0.9	-1	1.1	1	-3	14	1.1
COc1cc(C(=O)Nc2ccc(-n3cnnn3)c(C)c2)cc(OC)c1OC
    1	-11	8	0.9	3	1	1	-5	-1	1
C/C(=N/NC(=O)c1ccc(Cl)s1)c1ccc(NC(=O)COc2ccc(Cl)cc2)cc1
    1	-6	3	1	2	1.1	0.9	4	-55	0.9
CCN(CC)C(=O)CSC(=Nc1ccccc1F)NC#N
    1	-15	0	1	1	1.1	1	-1	-1	1
CCOc1ccc(N2C(=O)CC(N3CCN(c4ccccc4F)CC3)C2=O)cc1 (stereo unspecified)
    1	-10	33	0.7	4	1.1	1	-4	2	0.9

(further entries)
Order of values: TNAP act hiacc	TNAP inh no acc	Diaphorase inh	Diaphorase act	Efa HMGR inh	FLuc act counter	PMI activator	TNAP inh hi DEA	G6PDH counter	PMI act hi M6P
COc1ccc(C2NC(=O)NC(C)=C2C(=O)Nc2cccc(C)c2C)cc1 (stereo unspecified)
    1	-9	10	0.9	-5	1.1	0.9	-1	-8	0.9
Cc1ccc(S(=O)(=O)N2CCN(C(=O)CN3CCCCC3)C2C(C)C)cc1 (stereo unspecified)
    1	-7	17	0.8	-3	1	0.9	-5	-1	1
O=C1C2C(C(=O)N1c1ccc3c(c1)OCO3)C1C=CC2C12CC2 (stereo unspecified)
    1.1	-15	6	0.9	5	0.9	1	-5	5	1
COc1cccc(C2CC(C(F)(F)F)n3nc(C(=O)NCc4cccnc4)cc3N2)c1 (stereo unspecified)
    1	-12	14	0.9	-2	1	0.9	-4	11	1
O=C(Nc1ccc(N2CCOCC2)cc1)c1cccc(S(=O)(=O)N2CCCCCC2)c1
    1	-8	-4	1	-2	1	1	0	0	1
CCOc1ccccc1N1CCN(C(=S)NCc2ccccc2)CC1
    1	-6	-9	1.1	-3	1	1.1	-4	5	1.1
CN(C)c1ccc(-c2nnn(CC(=O)Nc3ccc4c(c3)OCCO4)n2)cc1
    1.1	-9	-8	1.1	-7	1	1	-6	3	1
Cc1cc(-n2nc(C)cc2C)n2nc(C)c(-c3ccccc3)c2n1
    1.1	-1	9	0.9	0	1.1	1.1	-6	8	1.1
O=C(O)c1n[nH]c2ccccc12
    1	10	9	0.9	1	1.1	0.9	-2	0	0.9
O=C(CN1CCN(CCO)CC1)Nc1ccccc1
    1	-14	10	0.9	-1	1	1.3	-4	2	1.3

Continued:
Order of values: TNAP act hiacc	TNAP inh no acc	Diaphorase inh	Diaphorase act	Efa HMGR inh	FLuc act counter	PMI activator	TNAP inh hi DEA	G6PDH counter	PMI act hi M6P
O=C(OCn1nnc2ccccc2c1=O)c1cccnc1Cl
    1	-16	8	0.9	-5	1	1.1	-1	-4	1.1
Cc1ccc(S(=O)(=O)c2nc(-c3cccs3)oc2SCC(N)=O)cc1
    1	-9	23	0.8	1	1	0.9	-2	3	1.3
Cn1c(-c2ccccc2)cc2c3no[n+]([O-])c3ccc21
    1	-9	16	0.8	-1	1	0.9	-2	1	0.8
N#Cc1c(-c2ccco2)cc(-c2ccccn2)nc1N
    1	0	26	0.7	-1	1	0.8	2	10	0.8
Cc1nc(N2CCOCC2)nc(OCCN(C)C)c1[N+](=O)[O-]
    1	-11	16	0.8	-4	1	0.9	0	6	0.9
Cc1cc(NC(=O)c2ocnc2C)no1
    1	-12	4	1	-7	1	0.9	-3	3	1
O=C(NCCO)C1CCN(C(=O)c2ccc(-c3ccccc3)cc2)CC1
    1	-3	20	0.8	3	1	0.9	-2	4	0.9
CSc1cccc(NC(=S)N(C(C)C)C(C)c2ccccn2)c1 (stereo unspecified)
    1	0	-10	1.1	-1	1.1	1.1	-5	8	1
O=C(O)/C=C/C(=O)N1CCN(c2ccc(F)cc2)CC1
    1	-3	7	0.9	-3	1	0.9	-2	5	0.9
COc1ccc(CCCC(=O)N/N=C/c2ccc(C)cc2)cc1
    1	-6	5	1	-1	1	1.1	-4	2	1.1
